HT1080 IDH1KD tx = qHTS for induction of synthetic lethality in tumor cells producing 2HG: qHTS for the HT-1080-IDH1KD cell line; HT-1080 IDH1 knockdown viability, ATP luminescence, 48 h; Potency, µM (series often up to 46.1 µM), for the others: at the highest dose activity, negative = toxicity, usual class: cytotoxic; 2% of 360,000 active;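 note: potency is the fitted concentration of half-maximal effect; 0% = DMSO wells and -100% = cell-free medium wells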
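In this qHTS, HT-1080 cells depleted of IDH1 are exposed for 48 h at 37 °C to compound titrations. Toxicity is scored from CellTiter-Glo luminescence, with DMSO as full viability and medium alone as none.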
MCF10A rereplic = A quantitative high throughput screen for small molecules that induce DNA re-replication in MCF 10a normal breast cells | MCF 10A DNA re-replication, Hoechst nuclear intensity, 48 h | Potency, µM (doses to about 46.1 µM), without a hit: at the top dose activity, positive = re-replication, usual class: activators | 2.9% of 350,000 active | AID 624296, 2012; note: potency is the fitted concentration of half-maximal effect; % of control where 0% means no effect; nearly all actives have a fitted effect of over 50% in size
IL1B secr inh = qHTS for Inhibitors of Inflammasome Signaling: IL-1-beta AlphaLISA Primary Screen; activity change, % at 57.5 µM; 4.7% of 360,000 active; THP-1 LPS/ATP IL-1B secretion, AlphaLISA, 16 h; active compounds read low; in the data active = activity change below about -50%; inconclusive = mostly about -30% to -49%; note: % is set by controls: 0 for no effect and ±100 for the full control effect
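THP-1 cells pretreated 1 hr with compounds (up to 57.5 uM final), then stimulated with LPS (250 ng/mL final) plus ATP (1.25 mM final); secreted IL-1B measured by AlphaLISA after 16 hr, decreased signal indicating inhibition.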
KB-V1 MDR tox = qHTS assay for MDR1-selective chemotherapeutics: Primary screen using the drug-selected MDR subline cells KB-V1; Potency, µM (top dose mostly 46.1 µM), for the others: at the top dose activity change, negative = cytotoxicity, usual class: cytotoxic; AID 1347076, 2019; KB-V1 MDR cells viability, CellTiter-Glo, 72 h; 3.4% of 400,000 active; note: potency is the fitted concentration of half-maximal effect; % is set by controls: 0 for no effect and ±100 for the full control effect; nearly all actives have a fitted effect of over 60% in size
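Luminescent ATP read-out (CellTiter-Glo, 10 min) measures survival of drug-selected KB-V1 MDR cells after 72 h, 37 degrees C compound exposure. Medium: phenol-red-free DMEM, 10% FBS. Values from fitted concentration-response curves.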
SW480 rereplic = A quantitative high throughput screen for small molecules that induce DNA re-replication in SW480 colon adenocarcinoma cells | SW480 DNA re-replication, Hoechst DNA content imaging, 48 h | Potency, µM (series often up to 46.1 µM), for inactives: at the highest dose re-replication activation, usual class: activators | AID 624297, 2012 | 1.8% of 340,000 active; note: potency is the fitted concentration of half-maximal effect; % of control where 0% means no effect; nearly all actives have a fitted effect of over 55% in size
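Image-based DNA-content assay: after two days of treatment, nuclei were labelled with the DNA dye Hoechst and imaged, and hits were compounds raising the count of nuclei showing high fluorescence intensity.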
ATXN2 expr inh = Primary qHTS for Inhibitors of ATXN expression. 0.72% of 360,000 active. Potency, µM (doses to about 57 µM), for the others: top-dose activity change, negative = inhibition, hits mostly inhibitors. HEK-293 ATXN2-luciferase reporter, luminescence, 24 h; note: potency is the fitted concentration of half-maximal effect; % is set by controls: 0 for no effect and ±100 for the full control effect; nearly all actives have a fitted effect of over 55% in size
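qHTS (up to 57 uM final) was run with 24 h compound exposure of reporter cells at 37 °C. Each well was multiplexed: SteadyGlo luminescence measured ATXN2-luciferase expression after a fluorogenic Gly-Phe-AFC viability readout (25 uM final).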
ATXN viability = Viability Counterscreen for Primary qHTS for Inhibitors of ATXN expression; S2 cells (HEK-293 line with an ATXN2-luciferase reporter) viability, CellTiter-Fluor protease fluorescence, 24 h; Potency, µM (highest dose often 56.7 µM), usual class: cytotoxic; 0.49% of 400,000 active; AID 651635, 2014; note: potency is the fitted concentration of half-maximal effect; nearly all actives have a fitted effect of over 40% in size
KB-3-1 cytotox = qHTS assay for MDR1-selective chemotherapeutics: Primary screen using the parental adenocarcinoma cell KB-3-1 | KB-3-1 viability, CellTiter-Glo ATP luminescence, 72 h | Potency, µM (series often up to 46.1 µM), for the others: at the highest dose activity change, negative = cytotoxic, hits mostly cytotoxic | 1.4% of 400,000 active | AID 1347075, 2019; note: potency is the fitted concentration of half-maximal effect; % is set by controls: 0 for no effect and ±100 for the full control effect; nearly all actives have a fitted effect of over 60% in size
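Parental KB-3-1 viability, qHTS format: 72 h compound exposure, 37 °C; CellTiter-Glo; media-only wells and DMSO plates as controls; concentration-effect fits on corrected data.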
HT1080NT lethal = qHTS for induction of synthetic lethality in tumor cells producing 2HG: qHTS for the HT-1080-NT fibrosarcoma cell line; HT-1080-NT fibrosarcoma viability, CellTiter-Glo ATP luminescence, 48 h; Potency, µM (doses to about 46.1 µM), for inactives: top-dose activity, negative = less viability, hits mostly cytotoxic; 1.6% of 360,000 active; AID 686970, 2013;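 note: NT is the 2HG producing partner of a matched IDH1 knockdown line; potency is the fitted concentration of half-maximal effect; 0% = DMSO-treated cells and -100% = media-only wells without cells; nearly all actives have a fitted effect of over 55% in size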
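HT-1080-NT; 750 cells/well; 5% FBS RPMI; 48 h compound, 37 degrees C; CellTiter-Glo luminescence; curve fitting and curve-class assignment.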
Active calls of the source: *; [ ] = another dose, or the depositor's remark. Unless noted, calls come from the whole dose curve; as a rule, active = well fitted curve in the direction sought with a large enough effect; inconclusive = small, poorly fitted or top-dose-only effect, or another doubt; inactive = no such curve, though single readings can be large; an effect the other way counts as inactive or inconclusive.

How did Cc1cc(C(=O)NC2CCCc3c2cnn3-c2ccc(C)c(C)c2)no1 (centres undefined) do in these assays?
HT1080 IDH1KD tx: -16%; MCF10A rereplic: 2%; IL1B secr inh: 23; KB-V1 MDR tox: inconclusive; SW480 rereplic: -18%; ATXN2 expr inh: -24%; ATXN viability: inactive; KB-3-1 cytotox: inconclusive; HT1080NT lethal: -1%

What do the screens show for `O=C(O)[C@@H]1CSCN1`?
MCF10A rereplic: 2%; SW480 rereplic: 0%; ATXN2 expr inh: 8%; ATXN viability: inactive

What do the screens show for `CCCCNC(=O)CN1C(=O)C(CC)Oc2ccc(Cl)cc21` (centres undefined)?
HT1080 IDH1KD tx: -4%; MCF10A rereplic: -2%; IL1B secr inh: -14; KB-V1 MDR tox: -6%; SW480 rereplic: 3%; ATXN2 expr inh: 0%; ATXN viability: inactive; KB-3-1 cytotox: 4%; HT1080NT lethal: 2%

What do the screens show for `CC1(C(=O)OCC(=O)Nc2ccc(C(N)=O)cc2)CC1(Cl)Cl` (centres undefined)?
HT1080 IDH1KD tx: 0%; MCF10A rereplic: -5%; IL1B secr inh: 0; KB-V1 MDR tox: 0%; SW480 rereplic: -2%; ATXN viability: inactive; KB-3-1 cytotox: -8%; HT1080NT lethal: 1%

What do the screens show for `CC(C)OC(=O)c1cccc(C(=O)OCc2ccco2)n1`?
HT1080 IDH1KD tx: 24%; MCF10A rereplic: inconclusive; IL1B secr inh: -74*; KB-V1 MDR tox: inconclusive; SW480 rereplic: inconclusive; ATXN2 expr inh: -3%; ATXN viability: inactive; KB-3-1 cytotox: -12%; HT1080NT lethal: -2%

Results for Cc1ccc(N2CCN(C(=O)c3cnn(-c4ccc(C)c(C)c4)c3C3CCNCC3)CC2)c(C)c1 ?
KB-V1 MDR tox: -26%; ATXN2 expr inh: inconclusive; ATXN viability: inactive; KB-3-1 cytotox: inconclusive

How did NS(=O)(=O)c1ccc(NS(=O)(=O)c2ccc(NC(=O)C3CC3)cc2)cc1 do in these assays?
HT1080 IDH1KD tx: 4%; MCF10A rereplic: 5%; IL1B secr inh: -8; KB-V1 MDR tox: 0%; SW480 rereplic: 5%; ATXN2 expr inh: -1%; ATXN viability: inactive; KB-3-1 cytotox: 19%; HT1080NT lethal: 13%

How did Cc1cc(C(F)F)n2ncc(C(=O)NCc3ccccc3F)c2n1 do in these assays?
HT1080 IDH1KD tx: 6%; MCF10A rereplic: -80%[inhibitor]; IL1B secr inh: -16; KB-V1 MDR tox: inconclusive; SW480 rereplic: 1%; ATXN2 expr inh: 4%; ATXN viability: inactive; KB-3-1 cytotox: -11%; HT1080NT lethal: 14%

How did COc1ccc(S(=O)(=O)N2C[C@H]3CON(C)[C@H]3C[C@H]2c2ccc(-c3cccc(F)c3)cc2)cc1 do in these assays?
HT1080 IDH1KD tx: 4%; IL1B secr inh: -29; KB-V1 MDR tox: inconclusive; ATXN2 expr inh: -17%; ATXN viability: inconclusive; KB-3-1 cytotox: 0%; HT1080NT lethal: 1%

What do the screens show for `COc1cccc(OCC(=O)Nc2cc(NC(=O)COc3cccc(OC)c3)cc(C(=O)O)c2)c1`?
HT1080 IDH1KD tx: -4%; MCF10A rereplic: 1%; IL1B secr inh: 9; KB-V1 MDR tox: 23%; SW480 rereplic: -3%; ATXN viability: inactive; KB-3-1 cytotox: 4%; HT1080NT lethal: 3%

What do the screens show for `CN(C)/C=C/C=C1C(=O)CCCC1=O`?
HT1080 IDH1KD tx: 20%; MCF10A rereplic: 10%; IL1B secr inh: 20; KB-V1 MDR tox: -6%; SW480 rereplic: -19%; ATXN2 expr inh: 2%; ATXN viability: inconclusive; KB-3-1 cytotox: 11%; HT1080NT lethal: 16%

Results for O=C(O)c1ccc2c(c1)CCCN2 ?
HT1080 IDH1KD tx: 0%; MCF10A rereplic: 1%; IL1B secr inh: 12; KB-V1 MDR tox: 16%; SW480 rereplic: 2%; ATXN2 expr inh: -19%; ATXN viability: inactive; KB-3-1 cytotox: 9%; HT1080NT lethal: 4%

What do the screens show for `COc1cc(C)ccc1OCCSc1nc2ccc(NC(=O)c3ccc(F)cc3)cc2s1`?
KB-V1 MDR tox: -19%; ATXN2 expr inh: 7%; ATXN viability: inactive; KB-3-1 cytotox: 3%

Results for CC(=O)Nc1ccc(-c2nnc(SCC(=O)Nc3ccc4c(c3)oc3ccccc34)n2C)cc1 ?
HT1080 IDH1KD tx: -8%; MCF10A rereplic: 6%; IL1B secr inh: 28; KB-V1 MDR tox: 6%; SW480 rereplic: 12%; ATXN2 expr inh: 46%[activator]; ATXN viability: inactive; KB-3-1 cytotox: 4%; HT1080NT lethal: 1%

How did O=C(NCc1ccccc1)/C(=C\c1ccccc1)NC(=O)c1ccco1 do in these assays?
HT1080 IDH1KD tx: 8%; MCF10A rereplic: -5%; IL1B secr inh: -3; KB-V1 MDR tox: 6%; SW480 rereplic: 0%; ATXN2 expr inh: 9%; ATXN viability: inactive; KB-3-1 cytotox: -1%; HT1080NT lethal: 8%

What do the screens show for `Cc1ccc(/C=N/NC(=O)c2ccc(Br)o2)s1`?
HT1080 IDH1KD tx: -5%; MCF10A rereplic: 7%; IL1B secr inh: 59; KB-V1 MDR tox: -12%; SW480 rereplic: inconclusive; ATXN2 expr inh: 20%; ATXN viability: inactive; KB-3-1 cytotox: -5%; HT1080NT lethal: -6%

How did C=CCN1C(=O)c2ccc(C(=O)N(CC)CC(=O)Nc3cc(Cl)ccc3C)cc2C1=O do in these assays?
HT1080 IDH1KD tx: -1%; MCF10A rereplic: 2%; IL1B secr inh: 5; KB-V1 MDR tox: -12%; SW480 rereplic: -1%; ATXN2 expr inh: -4%; ATXN viability: inactive; KB-3-1 cytotox: 5%; HT1080NT lethal: -2%

Results for Cc1ccc(C(=O)Nc2ccccc2Sc2ccccc2)cc1 ?
HT1080 IDH1KD tx: 13%; MCF10A rereplic: -5%; IL1B secr inh: 25; KB-V1 MDR tox: 15%; SW480 rereplic: 0%; ATXN2 expr inh: -15%; ATXN viability: inactive; KB-3-1 cytotox: 12%; HT1080NT lethal: 16%

How did CC(C)OCCCNC(=O)c1ccc2c(=O)n(Cc3ccc4c(c3)OCO4)c(=S)[nH]c2c1 do in these assays?
HT1080 IDH1KD tx: 11%; MCF10A rereplic: 0%; IL1B secr inh: 6; KB-V1 MDR tox: 2%; SW480 rereplic: -8%; ATXN2 expr inh: -32%; ATXN viability: inactive; KB-3-1 cytotox: 10%; HT1080NT lethal: 9%

What do the screens show for `CCOC(=O)N1CCc2c(sc(NCc3sccc3C)c2C(=O)Nc2ccc(OC)cc2OC)C1`?
KB-V1 MDR tox: 2%; ATXN2 expr inh: 14µM*; ATXN viability: inactive; KB-3-1 cytotox: -7%

How did CC(C)C[C@@H](CN1CCC[C@H]1CN1C(=O)C(=O)NC[C@@H]1Cc1ccccc1)N1C[C@H](Cc2ccc(O)cc2)N(CCc2ccccc2)C(=O)C1=O do in these assays?
HT1080 IDH1KD tx: inconclusive; IL1B secr inh: -17; KB-V1 MDR tox: -18%; ATXN2 expr inh: -20%; ATXN viability: inactive; KB-3-1 cytotox: -1%; HT1080NT lethal: inconclusive

How did CC(C)c1ccc(NS(=O)(=O)c2cc(Br)cc3c2N(C(=O)C2CC2)CC3)cc1 do in these assays?
KB-V1 MDR tox: -3%; ATXN2 expr inh: 2%; ATXN viability: inactive; KB-3-1 cytotox: 16%

Results for CCc1nn2c(NCCCO)cc(C)nc2c1-c1ccc(F)cc1 ?
HT1080 IDH1KD tx: -6%; MCF10A rereplic: -1%; IL1B secr inh: -1; KB-V1 MDR tox: 12%; SW480 rereplic: -1%; ATXN viability: inactive; KB-3-1 cytotox: 3%; HT1080NT lethal: 0%

What do the screens show for `CC(C)CC(OC(=O)c1cccs1)C(=O)NCc1cccs1` (centres undefined)?
HT1080 IDH1KD tx: 8%; MCF10A rereplic: -1%; IL1B secr inh: 51; KB-V1 MDR tox: -3%; SW480 rereplic: -3%; ATXN2 expr inh: -38%; ATXN viability: inconclusive; KB-3-1 cytotox: 12%; HT1080NT lethal: 8%

How did Cc1ccc(S(=O)(=O)Nc2ccccn2)c(C)c1 do in these assays?
HT1080 IDH1KD tx: -6%; IL1B secr inh: -23; KB-V1 MDR tox: -13%; ATXN viability: inactive; KB-3-1 cytotox: -2%; HT1080NT lethal: -5%

Results for CN(C)CCCN(C(=O)c1ccc2c(c1)CCCC2)c1nc2ccc(F)cc2s1 ?
HT1080 IDH1KD tx: -29%; MCF10A rereplic: inconclusive; KB-V1 MDR tox: 4.1µM*; SW480 rereplic: inconclusive; ATXN2 expr inh: 1%; ATXN viability: inactive; KB-3-1 cytotox: 4%; HT1080NT lethal: -21%

Results for CN(C)c1ccc(/C=C2/SC(=O)N(CCN=C3NS(=O)(=O)c4ccccc43)C2=O)cc1 ?
HT1080 IDH1KD tx: -15%; MCF10A rereplic: 23%; IL1B secr inh: -18; KB-V1 MDR tox: inconclusive; SW480 rereplic: 4%; ATXN2 expr inh: 17%; ATXN viability: inactive; KB-3-1 cytotox: 15%; HT1080NT lethal: -3%

What do the screens show for `CC(C)Sc1nc(N2CCOCC2)c2c3c(sc2n1)COC(C)(C)C3`?
HT1080 IDH1KD tx: -12%; MCF10A rereplic: inconclusive; IL1B secr inh: 28; KB-V1 MDR tox: inconclusive; SW480 rereplic: 13%; ATXN2 expr inh: -4%; ATXN viability: inactive; KB-3-1 cytotox: -20%; HT1080NT lethal: -4%

Compound activity: PubChem BioAssay, National Center for Advancing Translational Sciences (NCATS)
